Source: PubChem BioAssay
hK5 inh – inhibitors of human kallikrein 5; Q9Y337; recombinant hK5, fluorogenic AMC substrate cleavage; inhibition, % at 5 µM; 210,000 tested, 0.59% active; AID 873;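 active = inhibition of 40% or more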;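 note: 0% = enzyme controls without compound and 100% = no-enzyme blanks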
Target sequence (Q9Y337 67-293 limits assumed): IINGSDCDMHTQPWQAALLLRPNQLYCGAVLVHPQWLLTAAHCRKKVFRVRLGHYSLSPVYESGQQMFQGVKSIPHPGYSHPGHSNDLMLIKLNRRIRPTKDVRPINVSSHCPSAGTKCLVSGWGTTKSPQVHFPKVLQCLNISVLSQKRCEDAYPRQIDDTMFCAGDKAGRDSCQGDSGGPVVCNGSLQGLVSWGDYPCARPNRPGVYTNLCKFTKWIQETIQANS
Rad51 HR inh – blocks human Rad51 in homologous recombination; inhibition, % at 10 µM; AID 1385; 200,000 tested, 0.085% active; Q06609; hRad51 DNA strand exchange, fluorescence dequenching;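 active = inhibition above 40% at the single screening dose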;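 note: 0% = DMSO control wells and 100% = blanks with heterologous ssDNA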
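Assay system: Human Rad51 nucleoprotein filaments preassembled on unlabelled ssDNA | Reagent: Donor/quencher-labelled 47-bp dsDNA substrate | Doses: One concentration, 10 µM final | Times: 37 °C 15-min filament assembly, 30-min compound preincubation, 15-min exchange | Technique: Fluorescein emission 520 nm, excitation 485 nm | Benchmarks: Plate control and blank wells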
zVAD death inh – blocks zVAD induced death of L929 cells; L929 zVAD necroptosis rescue, ATP luminescence, 24 h; with zVAD 60 µM; viability rescue, % at 10 µM; 220,000 tested, 0.38% active;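 active = activation, scaled between plate controls, above about 75%, limit read from the data; inactive = activation under that limit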;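 note: 0% = zVAD with DMSO and 100% = DMSO alone without zVAD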
FXIIa inh – inhibitors of human coagulation factor XIIa; purified FXIIa, Boc-QGR-AMC fluorogenic substrate, 2 h; P00748; inhibition, % at 5 µM; 220,000 tested, 0.3% active; in the data active = inhibition above about 40%;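 note: 0% = enzyme with no compound and 100% = blank without enzyme; many of its hits are not listed in these tables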
TNF death inh – inhibitors of TNF-alpha induced necroptosis in Jurkat FADD-/- cells; Jurkat FADD-/- TNF necroptosis rescue, ATP luminescence, 24 h; 0 = TNF only, 100 = no-TNF cells; activation (protection from cell death), % at 10 µM; 220,000 tested, 0.068% active; AID 463075;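 active = activation, meaning protection from cell death, of at least 50% relative to plate controls; inactive = activation below 50%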;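 note: necroptosis triggered by 40 ng/mL TNF-alpha added together with compound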
FXIa inh 1536 – inhibitors of human coagulation factor XIa | P03951 | purified FXIa, Boc-Glu-Ala-Arg-AMC fluorogenic substrate | inhibition, % at 5 µM | AID 798 | 220,000 tested, 0.14% active;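 active = inhibition of at least 40%; inactive = inhibition below 40%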;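 note: fluorescence of freed AMC excited at 355 nm; 0% = enzyme without compound and 100% = no enzyme blank; many of its hits are not listed in these tables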
Target sequence (P03951 19-387 limits assumed): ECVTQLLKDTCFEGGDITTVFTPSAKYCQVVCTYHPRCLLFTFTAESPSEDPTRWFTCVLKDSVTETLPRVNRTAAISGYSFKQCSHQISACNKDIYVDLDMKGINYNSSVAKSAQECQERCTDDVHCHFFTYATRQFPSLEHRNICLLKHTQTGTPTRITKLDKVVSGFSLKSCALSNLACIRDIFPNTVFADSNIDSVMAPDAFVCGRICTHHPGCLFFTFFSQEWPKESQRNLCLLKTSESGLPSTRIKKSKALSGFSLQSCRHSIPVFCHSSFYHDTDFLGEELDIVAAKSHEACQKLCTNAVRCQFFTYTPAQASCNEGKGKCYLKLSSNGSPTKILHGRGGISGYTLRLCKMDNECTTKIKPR
Target sequence (P03951 388-625 limits assumed): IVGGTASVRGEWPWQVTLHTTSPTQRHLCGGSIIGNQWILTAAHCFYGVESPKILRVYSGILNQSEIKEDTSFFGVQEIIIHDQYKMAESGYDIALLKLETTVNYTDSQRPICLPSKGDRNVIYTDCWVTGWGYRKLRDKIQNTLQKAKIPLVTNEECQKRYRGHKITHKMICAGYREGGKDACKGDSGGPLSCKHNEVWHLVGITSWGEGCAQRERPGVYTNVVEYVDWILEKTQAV
KCC2 mod – KCC2 (human) Cl- transport modulation; Q9H2X9; KCC2 cells, thallium flux FluoZin-2 fluorescence; B-score of Tl+ flux slope (higher = more flux/activation; lower = inhibition) at 10 µM; 190,000 tested, 2.2% active; AID 1456;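 active = thallium flux slope and its plate-corrected score both differing from the plate sample mean at a set confidence after two filtering rounds, in either direction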;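 note: slope of fluorescence scaled to starting intensity during 10 to 20 s after thallium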
Hck Nef HTS – inhibitors of human Hck kinase activated by Nef; inhibition, % at 20 µM; P08631; Recombinant Hck-YEEI plus Nef, Z-Lyte FRET kinase assay; 220,000 tested, 0.68% active;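 active = Hck-Nef kinase inhibition above about 50%, limit read from the data; inactive = inhibition below that limit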;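 note: 0% = DMSO with Hck plus Nef and 100% = Hck alone without Nef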
thrombin 1536 – thrombin (human) inhibition | 220,000 tested, 0.26% active | inhibition, % at 5 µM | alpha-thrombin, Boc-VPR-AMC fluorogenic substrate cleavage | P00734 | AID 1046;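 active = inhibition at or above 40%; inactive = inhibition below 40%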;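 note: 0% = enzyme with no compound and 100% = wells without enzyme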
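signal = AMC fluorescence, 355/460 nm | material = human alpha-thrombin enzyme | control set = enzyme without compound as high, wells lacking enzyme as low | times = reaction at room temperature | read-out basis = percent inhibition scaled between no-compound controls and no-enzyme blanks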
An asterisk follows results filed as active; x = not tested or not shown. A portion of the library (hit frequency here may not be typical).

SMILES	hK5 inh	Rad51 HR inh	zVAD death inh	FXIIa inh	TNF death inh	FXIa inh 1536	KCC2 mod	Hck Nef HTS	thrombin 1536
COC(=O)COc1ccc(S(=O)(=O)Nc2ccc(C(N)=O)cc2)cc1Cl	34.9	-3.4	-0.4	24.4	-1.2	9.3	-1.19	-1.4	22.1
COc1cc2c(cc1OC)/C(=C/C(=O)N1CCOCC1)NC(C)(C)C2	-32.9	9.5	0.3	13.7	-3.2	3.9	0.776	-0.2	-0.7
Cc1nn(S(=O)(=O)N2CCOCC2)c(C)c1Br	1.5	8.8	0.2	12.0	-0.5	6.3	0.133	18.7	x
CCOC(=O)c1cc2c(=O)n3cccc(C)c3nc2n(CC2CCCO2)c1=NC(C)=O (stereo not drawn)	x	6.9	-0.2	x	-1.7	x	-0.339	74.5*	x
CCOC(=O)c1c(NC(=S)Nc2ccccc2)sc2c1CCN(CCc1ccccc1)C2	-9.9	x	-0.3	8.2	-6.1	0.8	-0.29	10.4	0.7
COC(=O)c1cc(=O)n(Cc2cccs2)c(=Nc2ccccc2)s1	-1.9	x	0.7	-1.8	-4.7	-2.1	-0.336	1.4	-17.7
CCC1C(=NO)C(CC)C(c2ccccc2)NC1c1ccccc1 (stereo not drawn)	16.3	-93.2	-1.4	27.9	-0.6	19.3	x	11.0	11.4
Cc1ccc(C)n1-c1ccsc1C(=O)CC#N	7.4	-27.8	3.6	9.2	1.2	1.1	-0.328	23.7	-11.7
CC1=C(C(N)=O)C(c2cccnc2)n2nc(SCc3ccccc3Cl)nc2N1 (stereo not drawn)	-2.8	-6.7	1.1	7.8	-1.1	2.8	x	-1.2	-2.0
C/C(O)=C(/C#N)c1nc2ccccc2[nH]1	x	x	0.8	18.1	1.6	x	-0.828	1.3	x
COc1ccc(OCc2nc(N)nc(Nc3ccc(C)cc3)n2)cc1	-10.4	-2.9	0.5	9.8	-1.3	0.6	0.00393	0.3	-3.5
O=C(CN1C(=O)CSc2ccccc21)N/N=C/c1ccco1	-0.8	5.3	0.4	7.8	1.9	-0.2	-0.0016	18.3	-0.8
CCOc1ccccc1-c1nc(-c2cc3ccc(C)cc3[nH]c2=O)no1	-36.2	-3.8	0.3	6.0	-2.7	6.8	0.737	0.4	-1.7
Cc1ccc(C(=O)N/N=C\c2ccccn2)cn1	-8.8	12.8	-0.7	10.9	-0.1	-3.2	0.848	3.7	2.8
CCOC(=O)c1sc(NC(=O)c2ccccc2OCC)nc1C	-0.9	5.4	0.9	12.7	-0.1	-1.1	-0.331	2.9	0.3

Complete entries from above.
CCOC(=O)c1c(NC(=S)Nc2ccccc2)sc2c1CCN(CCc1ccccc1)C2 across the screens: hK5 inh: -9.9; Rad51 HR inh: x; zVAD death inh: -0.3; FXIIa inh: 8.2; TNF death inh: -6.1; FXIa inh 1536: 0.8; KCC2 mod: -0.29; Hck Nef HTS: 10.4; thrombin 1536: 0.7
CCOc1ccccc1-c1nc(-c2cc3ccc(C)cc3[nH]c2=O)no1 across the screens: hK5 inh: -36.2; Rad51 HR inh: -3.8; zVAD death inh: 0.3; FXIIa inh: 6.0; TNF death inh: -2.7; FXIa inh 1536: 6.8; KCC2 mod: 0.737; Hck Nef HTS: 0.4; thrombin 1536: -1.7
CC1=C(C(N)=O)C(c2cccnc2)n2nc(SCc3ccccc3Cl)nc2N1 (stereo not drawn) across the screens: hK5 inh: -2.8; Rad51 HR inh: -6.7; zVAD death inh: 1.1; FXIIa inh: 7.8; TNF death inh: -1.1; FXIa inh 1536: 2.8; KCC2 mod: x; Hck Nef HTS: -1.2; thrombin 1536: -2.0

Next results
SMILES	hK5 inh	Rad51 HR inh	zVAD death inh	FXIIa inh	TNF death inh	FXIa inh 1536	KCC2 mod	Hck Nef HTS	thrombin 1536
Cc1ccc(S(=O)(=O)N2CCN(c3ccc([N+](=O)[O-])c(NCCN4CCOCC4)c3)CC2)cc1	0.4	-1.0	-0.3	8.0	0.7	0.6	1.31	7.7	-4.6
COC(=O)C1=C(C)N(CCc2c[nH]c3ccccc23)C(=O)/C1=C\N(C)C	-12.7	35.6	0.9	5.0	-1.6	-6.7	0.598	21.1	-5.5
CN(c1ccccc1)S(=O)(=O)c1cccc(NC(=O)c2ccc3ncsc3c2)c1	0.5	1.6	0.9	7.3	-14.5	2.5	x	-45.9	1.9
O=C(NCCSCc1ccco1)Nc1cccc(Cl)c1	-1.0	-1.7	0.0	-0.4	-0.4	-6.8	x	0.2	-5.3
CC(=O)C1=C(O)C(=O)N(CCC(=O)O)C1c1ccccc1[N+](=O)[O-] (stereo not drawn)	-23.1	2.9	1.8	-0.7	0.4	0.8	0.994	2.3	1.1
N#C/C=C1\n2c(nc3ccccc32)OC12CCCCC2	36.6	0.6	0.1	36.6	-1.2	15.6	-0.572	-1.2	22.0
CC(C)c1ccc(N)c(S(=O)(=O)O)c1	-2.8	1.1	-0.8	0.1	2.3	-5.6	0.691	11.2	-5.5
N=C1C(c2nc3ccccc3[nH]2)=C(O)CN1c1ccc(CC(=O)O)cc1	-125.3	-2.4	1.4	7.5	0.3	2.9	-0.0257	1.4	2.4
C=CCNC(=O)c1ccccc1NC(=O)c1ccccc1C	-3.6	0.3	-0.7	10.6	0.0	0.4	0.651	14.7	0.8
O=C(CN1CCN(Cc2ccccc2)CC1)N/N=C\C=C/c1ccco1	-13.6	1.8	-0.2	17.8	0.6	7.6	-0.632	1.8	-1.2
Cc1ccc(-n2cc[nH]c2=S)c(C)c1	5.3	-2.7	-0.9	2.6	0.5	0.2	x	18.9	-8.5
O=S(=O)(Nc1cccc2cn[nH]c12)c1ccc(F)cc1	-15.1	10.6	0.5	11.1	1.2	4.8	-0.515	6.1	-5.8
O=C(CN(CCO)c1ccccc1)Nc1cccc(S(=O)(=O)N2CCCC2)c1	1.0	7.2	-0.2	9.7	1.4	-7.4	-1.46	16.1	0.4
CCOC(=O)C1=C(C)NC2=C(C(=O)CC(C)(C)C2)C1c1ccc2c(c1)CCCN2C (stereo not drawn)	-9.5	-15.2	0.3	6.6	-1.4	3.1	-0.331	4.8	2.1
CS(=O)(=O)N1CCN(c2ccccc2NC(=O)Cc2ccc(Cl)cc2)CC1	0.4	-9.1	0.0	4.0	0.3	-0.5	-0.118	-0.3	-2.7

Two compounds drawn at random from the list so far, as already listed:
SMILES	hK5 inh	Rad51 HR inh	zVAD death inh	FXIIa inh	TNF death inh	FXIa inh 1536	KCC2 mod	Hck Nef HTS	thrombin 1536
CCOC(=O)C1=C(C)NC2=C(C(=O)CC(C)(C)C2)C1c1ccc2c(c1)CCCN2C (stereo not drawn)	-9.5	-15.2	0.3	6.6	-1.4	3.1	-0.331	4.8	2.1
O=C(CN(CCO)c1ccccc1)Nc1cccc(S(=O)(=O)N2CCCC2)c1	1.0	7.2	-0.2	9.7	1.4	-7.4	-1.46	16.1	0.4

(cont.)
SMILES	hK5 inh	Rad51 HR inh	zVAD death inh	FXIIa inh	TNF death inh	FXIa inh 1536	KCC2 mod	Hck Nef HTS	thrombin 1536
COc1ccc(-n2nc3cc(C)c(NC(=O)CC(C)C)cc3n2)cc1	0.4	7.0	2.1	-7.8	1.4	-14.5	0.0165	0.5	-4.9
Cc1cc(=O)oc2cc(N3C(=O)CC(Cc4ccccc4)C3=O)ccc12 (stereo not drawn)	4.3	-4.8	1.2	9.5	0.2	3.5	-2.15	20.3	-11.9
Cc1ccc(Nc2cc(C)c3c(O)cccc3n2)cc1C	0.2	1.9	2.5	6.1	-0.8	3.1	-2.17	4.0	0.2
CCOc1ccc(NS(=O)(=O)c2ccc(NC(=S)NC(C)=O)cc2)cc1	4.0	3.3	6.3	12.2	1.4	-0.1	-0.0285	20.6	-1.8
Nc1nc(C23CC4CC(CC(C4)C2)C3)[nH]c(=O)n1	3.3	-0.4	1.4	4.7	1.2	1.1	0.831	-0.5	-3.2
O=C(O)C/C(=C\c1ccc(Cl)cc1)c1nc2ccccc2o1	-1.0	27.0	0.7	10.4	-1.1	0.4	-0.191	7.1	6.0
CCCCCC(=O)NN1C(=S)N(c2ccc(OC)cc2)C(=O)C1CC(=O)Nc1ccccc1 (stereo not drawn)	-4.5	x	-0.4	2.5	-1.6	-2.4	1.35	-13.9	-11.4
CC1(C)CC2CC(C)(CN2C(=O)C23CCC(C)(C(=O)C2)C3(C)C)C1 (stereo not drawn)	-4.2	1.5	0.5	6.9	0.8	3.7	0.848	-0.6	-7.9
Cc1ccccc1Cn1cc(NC(=O)c2cc(-c3cccs3)on2)cn1	-4.5	-3.1	4.8	-5.4	-0.5	-1.2	x	3.1	-10.2
CCN1CCN(C(=S)Nc2cccc(Cl)c2)CC1	-3.5	8.6	0.5	5.2	0.9	-3.0	0.1	1.3	-9.3
O=C(Nc1ccc2oc(Cc3ccc(Cl)cc3)nc2c1)c1cccnc1	-2.9	-10.3	26.2	5.2	-5.1	7.6	-0.187	0.6	-2.0
O=C(Cc1cccs1)NNC(=O)C12CC3CC(CC(C3)C1)C2	2.7	4.3	6.0	10.8	0.6	0.0	1.14	28.6	-10.0
COc1cc(NC(=O)Cc2cccs2)ccc1-n1cnnn1	2.8	3.7	0.3	-0.3	-1.1	-1.7	0.637	-0.4	-8.4
CC1(C)Cc2noc(N)c2C(C)(C)N1OC(=O)c1scc2c1OCCO2	-18.3	1.0	0.7	13.7	0.9	1.7	x	-1.5	3.5
COc1ccc(CNc2nc3ccccc3n2Cc2ccccc2)cc1OC	-15.6	1.5	-0.5	9.5	-4.8	3.2	x	-0.5	-0.5
CCn1c(CC(=O)Nc2ccc(C)cc2)n[nH]c1=S	1.0	8.5	2.5	10.6	-0.4	-0.6	-0.501	21.6	-9.2
C/C(=C\C(=S)Nc1ccccc1)Nc1ccc2ccccc2c1	-22.1	x	0.1	8.7	-1.0	5.9	0.466	4.4	-0.2
O=C(Cn1cnc2c(cnn2-c2ccccc2)c1=O)N1CCOCC1	4.7	2.0	1.9	6.9	1.6	3.1	0.612	0.2	3.3

An excerpt from above, limited to FXIa inh 1536, TNF death inh and Hck Nef HTS.
mol | FXIa inh 1536 | TNF death inh | Hck Nef HTS
COc1ccc(-n2nc3cc(C)c(NC(=O)CC(C)C)cc3n2)cc1 | -14.5 | 1.4 | 0.5
CCN1CCN(C(=S)Nc2cccc(Cl)c2)CC1 | -3.0 | 0.9 | 1.3
CCOc1ccc(NS(=O)(=O)c2ccc(NC(=S)NC(C)=O)cc2)cc1 | -0.1 | 1.4 | 20.6
